STEP inh = STEP (human) phosphatase inhibition | AID 588621 | 0.25% of 360,000 active | P54829 | recombinant STEP, OMFP fluorogenic substrate, fluorescence | inhibition, % at 20 µM;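 active means inhibition at 20 µM, scaled per plate between control wells, above about 37%, limit read from the data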;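 further: 0% = DMSO with enzyme and substrate and 100% = substrate only without enzyme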
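Assay system: isolated STEP enzyme / Timing: 20 min at room temperature, dark / Doses: 20 µM, 1% DMSO / Technique: fluorescence intensity, excitation 480 nm, emission 540 nm / Reagent: fluorogenic phosphatase substrate OMFP at 25 µM final / Measure: percent inhibition scaled to no-enzyme and uninhibited-enzyme controls, plate-pattern corrected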
Tb MetRS inh = Trypanosoma brucei MetRS inhibition; purified T. brucei MetRS, ATP depletion, Kinase-Glo luminescence; inhibition, % at 11.9 µM; 0.4% of 360,000 active; AID 624268;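 active means inhibition above a per-plate cutoff of the control wells' mean inhibition plus 3 SD, cut at about 5.5% in these data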;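 further: 0% = DMSO wells median and 100% = median of wells with control inhibitor compound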
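Test system: purified T. brucei MetRS enzyme. Also added: ATP, methionine and E. coli bulk tRNA substrates. Compound: 11.9 µM single point. Schedule: 15 min enzyme-compound preincubation, 2 h reaction, 10 min detection, 25 °C. Signal: luciferase luminescence of residual ATP, Kinase-Glo. Evaluation: percent inhibition versus plate control medians. Controls: DMSO wells, low control.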
bovine MsrA act = activators of bovine methionine sulfoxide reductase A; purified bovine MsrA, absorbance read-out; 0.3% of 360,000 active; activation, % at 10.6 µM; in the data active means activation above about 7.5%;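 further: 0% = vehicle and 100% = reference activator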
Scp1 inh = Scp-1 (human) phosphatase inhibition | inhibition, % at 20 µM | Recombinant Scp1, phosphopeptide, malachite green phosphate absorbance | 0.88% of 340,000 active;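 active means inhibition above about 50% at 20 µM, limit read from the data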;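 further: plate controls were DMSO wells with enzyme for no effect and wells lacking enzyme for full effect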
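Material – SCP-1 phosphatase catalytic domain, residues 76-261 · Buffer or medium – Acidic Tris acetate buffer with magnesium and detergent · Also added – Phospho 17-mer peptide substrate · Compound – single 20 µM dose, 1% DMSO · Times – 45 min room-temperature reaction, 5 min colour, 30 min stabiliser · Technique – Phosphate-binding colour reagent, absorbance read at 630 nm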
LMPTP block = blocks human LMPTP phosphatase; recombinant LMPTP-A, OMFP fluorogenic substrate, fluorescence intensity; inhibition, % at 20 µM; 0.22% of 360,000 active; AID 651560; P24666;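 active means compounds that cut the enzyme signal by at least half of the control window in the single-dose screen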;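 further: plate controls were DMSO wells with enzyme plus substrate for no effect and substrate without enzyme for full effect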
Target sequence (P24666 whole entry, looked up): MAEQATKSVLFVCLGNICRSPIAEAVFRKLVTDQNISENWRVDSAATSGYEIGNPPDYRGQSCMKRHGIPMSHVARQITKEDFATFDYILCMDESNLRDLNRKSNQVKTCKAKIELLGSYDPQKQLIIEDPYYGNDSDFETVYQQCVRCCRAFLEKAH
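material = LMPTP-A | quantity = 0.625 nM enzyme | reagent = OMFP substrate, 400 µM final | buffer or medium = Bis-Tris pH 6.0, DTT, detergent | detection = endpoint fluorescence intensity from OMFP dephosphorylation | dosing = single 20 µM dose | read-out basis = % inhibition relative to no-enzyme and uninhibited control wells | control set = no-enzyme and uninhibited controls | timing = 50 min at room temperature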
E coli Lon inh = inhibitors of E. coli Lon protease | 0.42% of 360,000 active | purified E. coli Lon protease, fluorescence polarization | inhibition, % at 7.94 µM | AID 602123; in the data active means inhibition above about 13%, passing the limit was not always enough;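 further: 0% = enzyme with probe and DMSO and 100% = no enzyme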
Target sequence (P0A9M0 whole entry, looked up): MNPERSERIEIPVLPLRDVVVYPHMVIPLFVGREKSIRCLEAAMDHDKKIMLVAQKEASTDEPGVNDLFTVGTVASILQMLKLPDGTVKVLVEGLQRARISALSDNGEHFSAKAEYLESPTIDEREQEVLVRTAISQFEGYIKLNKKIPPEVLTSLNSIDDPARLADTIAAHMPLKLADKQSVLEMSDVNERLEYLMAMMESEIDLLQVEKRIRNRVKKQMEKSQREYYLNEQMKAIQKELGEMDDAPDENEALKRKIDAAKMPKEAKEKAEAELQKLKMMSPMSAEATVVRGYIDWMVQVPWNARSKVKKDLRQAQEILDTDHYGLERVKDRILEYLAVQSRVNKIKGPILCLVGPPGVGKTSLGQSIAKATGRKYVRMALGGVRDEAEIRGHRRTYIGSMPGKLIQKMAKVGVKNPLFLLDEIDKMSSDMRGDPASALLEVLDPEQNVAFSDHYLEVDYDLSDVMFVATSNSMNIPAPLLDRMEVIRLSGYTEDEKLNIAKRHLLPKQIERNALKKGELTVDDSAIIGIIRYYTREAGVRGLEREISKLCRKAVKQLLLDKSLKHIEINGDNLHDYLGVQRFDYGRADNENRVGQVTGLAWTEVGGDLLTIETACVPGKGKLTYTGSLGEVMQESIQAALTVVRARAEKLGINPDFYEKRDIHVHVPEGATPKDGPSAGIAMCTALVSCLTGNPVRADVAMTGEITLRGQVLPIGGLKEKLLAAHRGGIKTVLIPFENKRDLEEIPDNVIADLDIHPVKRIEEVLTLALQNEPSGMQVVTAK
NRP1-CendR mod = alters CendR peptide binding to human NRP-1. O14786. inhibition, % at 25 µM. 0.85% of 360,000 active. FAM-RPARPAR peptide binding to NRP-1, fluorescence polarization;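 active means inhibition or corrected inhibition above about 18%, plus a signal ratio from 0.5 to 1.5, limit read from the data, passing the limit was not always enough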; further: strong numbers were not always called active
SUMO1-SIM PPI = alters human SUMO1 binding to SIM partners; SUMO1 binding to a labelled peptide, TR-FRET, 1 h; 0.33% of 360,000 active; inhibition, % at 20 µM; in the data active means inhibition above about 37%
Target sequence (P63165 whole entry, looked up): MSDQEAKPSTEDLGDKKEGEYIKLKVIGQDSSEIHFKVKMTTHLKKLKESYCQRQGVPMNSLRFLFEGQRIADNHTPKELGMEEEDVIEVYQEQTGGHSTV
MsrA inh = inhibitors of bovine MsrA; inhibition, % at 15.5 µM; 0.75% of 360,000 active; purified bovine MsrA, absorbance read-out; AID 651718; in the data active means inhibition above about 4.5%;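 further: 0% = vehicle wells with enzyme and 100% = reference inhibitor wells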
DNMT1 inh = blocks human DNA methyltransferase DNMT1; 0.83% of 360,000 active; DNMT1 molecular beacon, Hinp1I cleavage, fluorescence; inhibition (reported as % activation of signal), % at 10 µM; in the data active means inhibition above about 50%
* marks the source's active call; other numbers are inactive results; . = not tested or not shown.

STEP inh	Tb MetRS inh	bovine MsrA act	Scp1 inh	LMPTP block	E coli Lon inh	NRP1-CendR mod	SUMO1-SIM PPI	MsrA inh	DNMT1 inh	smiles
2	-0.2	-6	1	0.2	-8	9	1	-0.6	-2	CC(NC(=O)c1ccco1)C(=O)N(C)Cc1ccc(C(F)(F)F)cc1 (centres undefined)
0	0.0	-2	-9	-0.4	-12	-5	-3	0.7	1	CC(Oc1ccc(/C=N/NC(=O)Cc2cccc3ccccc23)cc1)C(=O)O (centres undefined)
-2	-0.3	2	.	-1.8	-6	0	2	0.5	2	O=C(NCc1ccccc1)C1Cc2c(-c3cccc(F)c3)ccnc2O1 (centres undefined)
1	-1.6	-12	-3	1.4	10	-7	2	1.2	1	COC(=O)c1cc(NS(=O)(=O)c2ccc(N3CCOCC3)c(N)c2)cc(C(=O)OC)c1
2	-0.4	-3	-6	-0.4	9	15	-2	0.0	6	CC(C)=C[C@@H]1C[C@H](C)[C@H]2CC[C@H](C)c3c(O)c(O)c(C)c1c32
1	0.2	-2	-12	1.3	9	4	-17	.	0	O=C(CN1C(=O)S/C(=C\C=C\c2ccccc2)C1=O)N1CCCCC1
-3	-0.3	-5	.	0.3	2	7	0	-0.2	-3	OCCN1CCN(c2ncnc3c2ncn3[C@H]2CN(Cc3ccc4c(c3)OCO4)C[C@@H](CO)O2)CC1
-1	-0.3	-5	-10	-1.5	8	9	11	1.4	1	COc1ccc(N2CCN(C(=O)CNC(=O)c3ccco3)CC2)cc1
1	74*	-4	-9	0.5	-8	-15	3	1.4	-5	CC(C)OCCCNc1ncnc2c1[nH]c1ccccc12
-1	-1.8	-6	-7	-1.6	-15	-3	1	0.2	0	COc1nc(C)cc(C)c1S(=O)(=O)c1ccccc1
0	0.9	-4	-7	-1.0	-2	4	-10	-0.1	1	O=C(c1cccc(Oc2ccc([N+](=O)[O-])cc2Cl)c1)N1CCCCC1
-10	-0.1	2	-2	1.0	2	128	-3	0.0	5	CCCCCCNC(=O)C(C#N)c1nc2ccccc2nc1N1CCCC1 (centres undefined)
0	-0.5	-7	-5	1.0	6	4	-5	0.7	0	CCN(CC)c1ccc(/C=N/OCC(=O)N2CCCc3ccccc32)cc1
3	-0.2	-2	-3	-0.3	-14	0	6	-0.6	-2	CC1CCC(NC(=O)c2cc3c(s2)CCCC3)CC1 (centres undefined)
-2	0.0	1	-10	0.5	-4	-2	2	1.3	-1	C/C(=N\N1CCN(c2ccccc2)CC1)c1ccc(O)cc1
1	0.1	-3	-11	3.6	-3	-9	-9	0.1	-6	CC(CCc1ccccc1)NC(=O)COC(=O)c1cccc2ccccc12 (centres undefined)
11	0.2	-3	77*	54*	19*	-17	44*	2.1	98*	COc1ccc2nc(-c3ccco3)c(-c3ccco3)nc2c1
4	0.3	0	-11	2.1	6	6	-9	0.4	-2	O=[N+]([O-])c1ccc(CSc2nnc(SCc3ccccc3)s2)cc1
0	-1.2	-3	-13	-0.5	-11	7	2	0.5	-6	COc1cc(CNc2ccc3[nH]c(=O)[nH]c3c2)ccc1OCc1ccc(C)cc1
6	-0.1	2	-7	2.2	4	1	5	-0.4	12	Cc1cc2oc(=O)cc(-c3ccccc3)c2c(C)c1-c1ccc(OC(F)(F)F)cc1

Fetched by compound from the entries so far:
STEP inh	Tb MetRS inh	bovine MsrA act	Scp1 inh	LMPTP block	E coli Lon inh	NRP1-CendR mod	SUMO1-SIM PPI	MsrA inh	DNMT1 inh	smiles
2	-0.2	-6	1	0.2	-8	9	1	-0.6	-2	CC(NC(=O)c1ccco1)C(=O)N(C)Cc1ccc(C(F)(F)F)cc1 (centres undefined)
0	0.9	-4	-7	-1.0	-2	4	-10	-0.1	1	O=C(c1cccc(Oc2ccc([N+](=O)[O-])cc2Cl)c1)N1CCCCC1
1	74*	-4	-9	0.5	-8	-15	3	1.4	-5	CC(C)OCCCNc1ncnc2c1[nH]c1ccccc12

Next compounds:
STEP inh	Tb MetRS inh	bovine MsrA act	Scp1 inh	LMPTP block	E coli Lon inh	NRP1-CendR mod	SUMO1-SIM PPI	MsrA inh	DNMT1 inh	smiles
2	-0.3	0	-3	-1.1	6	-4	-7	-0.1	0	O=C(c1ccc(COc2ccccc2[N+](=O)[O-])o1)N1CCCCC1
3	-0.4	-5	0	-1.8	-5	-9	-16	0.8	2	O=C1c2ccccc2C(=O)N1CCC1(O)C(c2ccccc2)=Nc2ccccc21 (centres undefined)
0	-1.8	-10	1	2.8	-7	5	2	-0.5	-17	COc1ccc(O)c(-c2cc(-c3cccs3)[nH]n2)c1
-4	-1.7	-9	-5	0.3	1	4	3	0.6	4	O=c1c2ccccc2nc2n1C(CSc1ccc(Cl)cc1)CN2 (centres undefined)
-1	-0.4	0	-8	0.7	0	7	-12	0.6	2	CCOC(=O)C1=NN(c2ccc(OC)cc2)C(c2ccccc2)CC1=O (centres undefined)
-1	-0.1	1	-5	-2.3	-4	-1	-1	1.7	-4	Cc1cc(=O)oc2cc(OCC(=O)N3CCOCC3)c(Cl)cc12
4	-0.3	-2	-5	6.3	-4	16	0	-1.1	3	Cc1cc(C)c(OCC(=O)N2CCN(c3ncc(C(F)(F)F)cc3Cl)CC2)c(C)c1
-3	0.4	-2	-12	-1.7	-12	-3	5	1.1	1	COC(CNc1ncnc2c1cnn2C)OC
-1	-0.6	-2	-3	-0.4	4	12	0	0.4	-2	Nc1nc(SCC(=O)N2CCN(S(=O)(=O)c3ccc(Cl)cc3)CC2)n[nH]1
0	0.0	-14	73*	-0.3	11	8	-5	0.7	7	CC(C)NC(=O)N(C)C[C@H]1Oc2ccc(NC(=O)c3ccncc3)cc2C(=O)N([C@H](C)CO)C[C@@H]1C
-1	-1.8	-13	-1	-0.2	-3	6	0	1.0	6	c1ccc(C2C3=C(Nc4ncnn42)c2ccccc2CCC3)cc1 (centres undefined)
-2	-0.2	-2	-10	-5.1	-9	-3	1	0.0	-1	O=C(NC1CCCCC1)N1CCNCC1
4	-1.1	-4	-12	-2.0	-7	-6	0	0.7	-3	CCC(=O)Nc1cccc(NC(=O)c2cc3ccccc3o2)c1
-2	-0.6	3	3	-0.8	-9	-2	-2	-1.3	1	CCc1nc2scc(-c3ccccc3)c2c(=O)n1N
.	-2.0	-8	.	5.8	11	4	6	0.5	.	CCOc1ccc(CCN2C(=O)C(=O)N([C@@H](CC(C)C)CN3CCC[C@H]3CN3C(=O)C(=O)NC[C@@H]3Cc3ccccc3)C[C@@H]2Cc2ccccc2)cc1
-1	0.0	0	7	0.5	14	0	-7	1.0	-7	Cc1ccc(NC(=O)COC(=O)c2ccc([N+](=O)[O-])o2)cc1S(=O)(=O)N1CCCCC1
1	-0.6	-9	1	0.1	9	5	1	1.6	-3	COc1cccc(CNC(=O)CN2C(=O)CSc3ccc(S(=O)(=O)N4CCOCC4)cc32)c1
5	-1.0	-8	4	-3.1	-2	0	-8	3.8	5	O=C1C(=O)N(CCO)C(c2cccc(F)c2)/C1=C(\O)c1ccc(Cl)cc1 (centres undefined)
1	-0.4	1	0	-1.3	2	3	1	0.8	6	Cc1ccc(-n2c(C)n[nH]c2=S)cc1
-2	-0.3	-5	-4	-2.3	-2	3	7	-0.3	0	O=C(Cn1nnc2ccccc2c1=O)N[C@@H](Cc1c[nH]c2ccccc12)C(=O)O
0	0.4	-2	-2	-0.4	-5	-6	-9	-0.7	0	O=C(OCC(=O)N1CCc2ccccc21)[C@@H]1CC(O)CN1S(=O)(=O)c1ccc(Cl)cc1 (some centres undefined)
-2	0.0	-2	-3	0.2	3	-25	0	0.1	-1	CCOC(=O)COc1ccc2c(C)cc(=O)oc2c1C(=O)c1ccccc1
4	0.1	-2	-20	3.2	3	-12	-1	0.1	3	O=C(CSc1nc2ccccc2c(=O)n1Cc1ccco1)c1ccccc1
2	-0.7	-4	-2	1.0	4	-1	0	0.2	-4	O=C(c1cc2cc(F)ccc2[nH]1)N1CCCC(Nc2ccc(F)cc2)C1 (centres undefined)
-2	-0.2	0	-4	-1.9	2	-5	1	-0.4	7	COc1ccc(CCNC(=O)CN2C(=O)NC3(CCCCC3C)C2=O)cc1 (centres undefined)
-1	-0.9	-7	-6	-1.5	-5	-3	6	-1.0	8	O=C(O)CC1SC(=O)N(Cc2ccccc2)C1=O (centres undefined)
-2	-0.4	-2	-3	-0.5	4	-12	2	-0.3	3	O=C(Cc1ccccc1)NCC(=O)N1CCCC1
-1	-0.6	-2	-2	0.8	7	3	0	-0.2	0	CC1=C(C(=O)Nc2ccccc2C(=O)NC2CCCCC2C)SCCO1 (centres undefined)
1	-0.9	-9	5	-1.0	-14	11	-1	-0.2	6	COc1ccc(C(=O)N2CCN(C(=O)c3ccc(-c4ccccc4)cc3)CC2)cc1OC
0	-0.5	-1	-11	-0.2	-1	6	4	-0.3	-3	CC(=O)Oc1cccc(NC(=O)c2cccc(C(=O)Nc3cccc(OC(C)=O)c3)c2)c1
-4	0.0	-4	1	-2.7	-5	12	-3	0.4	-1	CCCCC(=O)Nc1ccc(C(=O)N2CCN(C)CC2)cc1
-2	-1.4	-10	0	-0.5	0	11	-25	0.5	0	Cc1c(NC(=O)C2CCCN2S(=O)(=O)c2cccc3nsnc23)cccc1C(=O)O (centres undefined)
-2	-0.2	-4	.	-1.5	0	19	-6	-1.8	6	O=C(CN1C(=O)c2ccccc2C1=O)NC1CCS(=O)(=O)C1 (centres undefined)
2	-0.2	-4	-15	1.5	-4	2	10	1.7	-1	CNC(=O)c1csc(Cc2c(Cl)sc3ccc(Cl)cc23)n1
-1	0.1	-1	-4	2.2	-12	1	-6	0.3	1	CCNc1nc(NCC)nc(OCC(=O)O)n1
12	0.6	0	-9	0.6	0	0	-3	-0.8	0	COc1cc(/C=C2\CCC(C3CCCC3)C2=O)ccc1OC(C)C (centres undefined)
2	-0.1	1	-12	1.7	-7	-5	0	0.6	-2	COc1ccc(CN(C)C(=O)c2ccc(Oc3ccccc3)cc2)cc1F
0	0.6	-2	0	-2.5	-1	10	-9	2.3	4	CCN1CCN(C(=O)/C=C/c2ccc(OC)cc2)CC1

Molecules from the list above that have a CF3 group:
STEP inh	Tb MetRS inh	bovine MsrA act	Scp1 inh	LMPTP block	E coli Lon inh	NRP1-CendR mod	SUMO1-SIM PPI	MsrA inh	DNMT1 inh	smiles
2	-0.2	-6	1	0.2	-8	9	1	-0.6	-2	CC(NC(=O)c1ccco1)C(=O)N(C)Cc1ccc(C(F)(F)F)cc1 (centres undefined)
6	-0.1	2	-7	2.2	4	1	5	-0.4	12	Cc1cc2oc(=O)cc(-c3ccccc3)c2c(C)c1-c1ccc(OC(F)(F)F)cc1
4	-0.3	-2	-5	6.3	-4	16	0	-1.1	3	Cc1cc(C)c(OCC(=O)N2CCN(c3ncc(C(F)(F)F)cc3Cl)CC2)c(C)c1
